# High-throughput results deposited in PubChem BioAssay by National Center for Advancing Translational Sciences (NCATS).
# HT1080NT lethal – kills 2HG-producing HT-1080-NT fibrosarcoma cells. HT-1080-NT fibrosarcoma viability, CellTiter-Glo ATP luminescence, 48 h. Potency, µM (highest dose often 46.1 µM), for inactives: at the highest dose activity, negative = less viability, usual class: cytotoxic. 360,000 compounds, 1.6% hits. AID 686970;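 note: NT is the 2HG producing partner of a matched IDH1 knockdown line; potency is the fitted concentration of half-maximal effect; 0% = DMSO-treated cells and -100% = media-only wells without cells; nearly all actives have a fitted effect of over 55% in size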
#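 HT-1080-NT; 750 cells/well; 5% FBS RPMI; 48 h compound, 37 degrees C; CellTiter-Glo luminescence; curve fitting and curve-class assignment.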
# D3 antag – D3 dopamine receptor (human) antagonism; P35462; D3R cells, DiscoveRx beta-arrestin luminescence, antagonist mode; hits give low values; max response, negative = inhibition, %; 360,000 compounds, 2.5% hits; AID 652054; in the data active = max response below about -50%; inconclusive = no clear call, values can overlap the other calls; note: % is set by controls: 0 for no effect and ±100 for the full control effect; mostly tested at two doses, the higher about 12 µM
# Target sequence (P35462 whole entry, looked up): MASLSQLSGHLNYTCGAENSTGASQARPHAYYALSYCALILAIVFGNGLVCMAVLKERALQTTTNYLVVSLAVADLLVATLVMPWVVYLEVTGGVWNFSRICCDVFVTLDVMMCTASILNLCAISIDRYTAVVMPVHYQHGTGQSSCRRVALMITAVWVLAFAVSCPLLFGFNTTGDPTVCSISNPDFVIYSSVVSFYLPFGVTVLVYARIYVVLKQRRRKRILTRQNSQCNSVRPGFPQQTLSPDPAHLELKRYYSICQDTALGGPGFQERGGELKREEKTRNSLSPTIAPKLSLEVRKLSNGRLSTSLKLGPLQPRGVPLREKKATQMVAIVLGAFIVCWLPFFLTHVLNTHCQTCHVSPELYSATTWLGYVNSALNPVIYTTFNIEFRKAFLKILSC
#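 Cells expressing the human receptor were seeded at 1500 cells/well, incubated overnight at 37 degrees C in 5% CO2, then exposed to library compounds with dopamine controls for 90 minutes at 37 degrees C before luminescent detection.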
# KB-3-1 cytotox – kills parental KB-3-1 adenocarcinoma cells; KB-3-1 viability, CellTiter-Glo ATP luminescence, 72 h; Potency, µM (titrated, usually from 46.1 µM), for the others: at the top dose activity change, negative = cytotoxic, most hits filed as cytotoxic; 400,000 compounds, 1.4% hits; AID 1347075; note: potency is the fitted concentration of half-maximal effect; % is set by controls: 0 for no effect and ±100 for the full control effect; nearly all actives have a fitted effect of over 60% in size
#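 Using CellTiter-Glo luminescence, growth of non-resistant KB-3-1 adenocarcinoma cells is assessed 72 h after pin-tool compound addition at 37 °C. Normalized responses across the concentration series yield fitted curves.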
# HT1080 IDH1KD tx – toxicity to HT-1080 IDH1 knockdown cells (counter line); HT-1080 IDH1 knockdown viability, ATP luminescence, 48 h; Potency, µM (top dose mostly 46.1 µM), inactives show at the highest dose activity, negative = toxicity, usual class: cytotoxic; 360,000 compounds, 2% hits; AID 686971;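 note: potency is the fitted concentration of half-maximal effect; 0% = DMSO wells and -100% = cell-free medium wells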
#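 CellTiter-Glo luminescence after 48 h compound exposure at 37 degrees C of IDH1-knockdown HT-1080 cells in 5% FBS RPMI. %Activity scaled between DMSO wells and cell-free media wells, with curves fitted and assigned curve classes.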
# IL-1B inflam inh – inhibitors of inflammasome signaling (IL-1 beta secretion); THP-1 LPS/ATP IL-1B secretion, AlphaLISA, 16 h; hits give low values; activity change, % at 57.5 µM; 360,000 compounds, 4.7% hits; AID 743279; in the data active = activity change below about -50%; inconclusive = mostly about -30% to -49%; note: % is set by controls: 0 for no effect and ±100 for the full control effect
#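 THP-1 cells pretreated 1 hr with compounds (up to 57.5 uM final), then stimulated with LPS (250 ng/mL final) plus ATP (1.25 mM final); secreted IL-1B measured by AlphaLISA after 16 hr, decreased signal indicating inhibition.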
# SW480 rerep – induces DNA re-replication in SW480 colon adenocarcinoma cells. SW480 DNA re-replication, Hoechst DNA content imaging, 48 h. Potency, µM (series often up to 46.1 µM), without a hit: at the top dose re-replication activation, actives largely listed as activators. 340,000 compounds, 1.8% hits. AID 624297; note: potency is the fitted concentration of half-maximal effect; % of control where 0% means no effect; nearly all actives have a fitted effect of over 55% in size
#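 Readout is total intensity of Hoechst-stained nuclei, excited at 405 nm and collected at 500-530 nm. Compound treatment lasted 48 hr at 37 C in 5% CO2 before staining.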
# D3 ag – agonists of human D3 dopamine receptor. AID 652048. 410,000 compounds, 0.58% hits. max activation, %. D3R DiscoveRx beta-arrestin cells, luminescence, 90 min; in the data active = max activation above about 30%; note: 0% is about no effect; mostly tested at two doses, the higher about 12 µM
#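 Agonist-mode cell screen: cells plated at 1500/well and incubated overnight at 37 °C, then exposed to library compounds for 90 min at 37 °C. Detection reagent was added for 30–60 min at room temperature, and luminescence was read.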
# KB-V1 cytotox – kills drug-selected multidrug resistant KB-V1 cells; AID 1347076; 400,000 compounds, 3.4% hits; Potency, µM (titrated, usually from 46.1 µM), without a hit: top-dose activity change, negative = cytotoxicity, hits mostly cytotoxic; KB-V1 MDR cells viability, CellTiter-Glo, 72 h; note: potency is the fitted concentration of half-maximal effect; % is set by controls: 0 for no effect and ±100 for the full control effect; nearly all actives have a fitted effect of over 60% in size
#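 Luminescent ATP read-out (CellTiter-Glo, 10 min) measures survival of drug-selected KB-V1 MDR cells after 72 h, 37 degrees C compound exposure. Medium: phenol-red-free DMEM, 10% FBS. Values from fitted concentration-response curves.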
# GLP1R ag – GLP-1 receptor (human) agonism | HEK293 GLP-1R CRE-luciferase, luminescence, 4-6 h; cells express a hypersensitive GLP-1R form | P43220 | 380,000 compounds, 0.007% hits | Potency, µM (series often up to 45.6 µM), for the others: top-dose activation, hits mostly activators; note: potency is the fitted concentration of half-maximal effect; % of control where 0% means no effect
# Target sequence (P43220 whole entry, looked up): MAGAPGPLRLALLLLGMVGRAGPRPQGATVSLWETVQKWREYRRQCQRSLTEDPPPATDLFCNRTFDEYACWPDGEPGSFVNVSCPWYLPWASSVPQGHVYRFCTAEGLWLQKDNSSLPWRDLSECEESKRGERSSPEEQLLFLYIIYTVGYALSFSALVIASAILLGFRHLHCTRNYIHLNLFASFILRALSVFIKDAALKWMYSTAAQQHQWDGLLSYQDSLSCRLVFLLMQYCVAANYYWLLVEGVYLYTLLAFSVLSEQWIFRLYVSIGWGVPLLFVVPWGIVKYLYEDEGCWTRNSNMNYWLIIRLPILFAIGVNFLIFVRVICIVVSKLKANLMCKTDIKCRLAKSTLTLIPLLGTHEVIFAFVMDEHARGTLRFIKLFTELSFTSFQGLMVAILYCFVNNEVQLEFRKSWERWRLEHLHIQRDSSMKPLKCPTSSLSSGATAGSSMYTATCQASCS
# Active calls of the source: *; ? = inconclusive; · = no result given. Unless noted, calls come from the whole dose curve; as a rule, active = well fitted curve in the direction sought with a large enough effect; inconclusive = small, poorly fitted or top-dose-only effect, or another doubt; inactive = no such curve, though single readings can be large; an effect the other way counts as inactive or inconclusive.
compound | HT1080NT lethal | D3 antag | KB-3-1 cytotox | HT1080 IDH1KD tx | IL-1B inflam inh | SW480 rerep | D3 ag | KB-V1 cytotox | GLP1R ag
COc1cc(C(=O)OCCN2CCOCC2)cc(OC)c1OC | 9% | -7 | 5% | 11% | 15 | 6% | 2 | 20% | -3%
Oc1c(C(c2cccs2)N2CCN(c3cccc(Cl)c3)CC2)sc2ncnn12 (centres undefined) | -1% | 9 | -6% | -14% | ? | 4% | 3 | -4% | 5%
Cc1ccccc1NC(=S)NNC(=O)c1csc2c1CCC(C)C2 (centres undefined) | ? | -8 | ? | ? | ? | ? | 0 | 0% | 0%
COC(=O)N/N=C/c1cc(Cl)c(OCc2ccc(F)cc2)c(OC)c1 | -26% | 1 | -1% | ? | 9 | ? | 7 | -9% | -5%
COc1ccc(CCNc2ncnc3c2nnn3Cc2ccccc2)cc1 | -25% | 7 | -4% | -29% | -19 | -3% | 6 | 0% | -1%
O=C(c1ccco1)N1CCCC(c2nc3c(nnn3Cc3ccc(Cl)cc3Cl)c(=O)[nH]2)C1 (centres undefined) | -16% | -12 | -16% | -11% | -17 | -6% | -5 | ? | 15%
COc1cc2c(C(=O)N3CCN(c4ccccc4F)CC3)cn(C)c(=O)c2cc1OC | -4% | 12 | 0% | -27% | 13 | 2% | 4 | -1% | 18%
CCOc1ccc(CCNC(=O)C2CCN(c3nnc(-n4cccc4)s3)CC2)cc1 | 5% | 5 | 4% | 2% | 10 | 12% | 0 | -5% | 0%
COCCNC(=O)/C(C#N)=C/C=C/c1ccccc1 | -21% | -28 | -10% | -7% | -93* | -7% | -11 | 18% | -2%
Cc1ccc(NC(=O)CSc2nnc(-c3ccncc3)n2C)cc1C | 1% | 8 | 15% | 1% | -8 | 2% | 6 | 6% | -11%
COc1cc(NC(=O)c2ccc(S(=O)(=O)N(C)c3ccccc3OC)cc2)cc(OC)c1 | -22% | 14 | -2% | -1% | -3 | 1% | 2 | -25% | 3%
CN(C(=O)Cn1cnc2sccc2c1=O)C1CCCCC1 | 8% | -21 | -2% | -3% | 8 | 4% | 0 | -3% | -4%
O=[N+]([O-])c1ccccc1S(=O)(=O)n1nnc2ccccc21 | -2% | 6 | ? | 2% | 3 | -11% | 2 | -16% | -7%
COc1ccc(N2CCN(C3CCCN(C(=O)CN4CCOC4=O)C3)CC2)cc1 (centres undefined) | 0% | 1 | · | -8% | 15 | 2% | -2 | · | -13%
O=C(O)c1nnn(-c2cccc(C(F)(F)F)c2)c1-c1ccccc1 | 6% | 7 | 2% | 9% | 9 | -20% | 1 | 15% | -7%
C=CC[C@H](CC(=O)NCCO)C(=O)N[C@H](COC(=O)[C@@H](CC=C)Cc1ccc(F)cc1)c1ccccc1 | -2% | 0 | 0% | -4% | -1 | 6% | -21 | ? | 5%
O=[N+]([O-])c1ccc(N2CCN(c3ccc(F)cc3)CC2)cn1 | -3% | 2 | 13% | 2% | -2 | 3% | -1 | ? | 13%
O=C(CSc1ncccn1)c1ccccc1Br | 0% | 9 | 1% | 2% | 1 | 4% | 3 | 0% | 1%
Cc1ccc(CNC(=O)CC[C@H]2O[C@@H](n3cc(C)c(=O)[nH]c3=O)C[C@@H]2O)o1 | 0% | 22 | 0% | 6% | -18 | · | 9 | 8% | -2%
O=C1CNC(=S)N1CCc1ccccc1Cl | 17% | 11 | 0% | -1% | -4 | -4% | 21 | ? | 16%
CCOc1ccc(C(=O)Nc2nnc(S(=O)(=O)N(C)Cc3ccco3)s2)cc1 | -11% | 4 | 0% | 0% | -1 | -16% | -6 | 16% | -4%
COc1ccc([C@H]2C[C@H](n3cc(COC(=O)c4ccccc4)nn3)[C@@H](O)CN2Cc2cccs2)cc1 | -7% | ? | -3% | 6% | -1 | · | -1 | -6% | 9%
Cc1ccc(CNC(=O)c2ccccc2NS(=O)(=O)c2ccc(Cl)nc2)cc1 | · | 22 | -9% | · | -13 | -3% | 5 | -28% | -1%
O=C(Nc1ccccc1N1CCCCC1)c1ccc(OC(F)F)cc1 | -1% | 42 | -25% | -2% | 0 | 26% | 4 | 29% | 13%
O=C(COc1ncnc2sccc12)N1CCN(c2ccccc2)CC1 | 0% | 12 | 19% | 10% | 7 | -10% | -14 | -30% | 1%
CC(=O)c1cnn(-c2cc(Oc3cccc(C)c3)ncn2)c1C | 20% | 3 | 0% | 19% | -5 | -4% | -2 | 0% | 12%
CC1=C(C(=O)N2CCc3ccccc32)C2(CCC(C)CC2)OC1=O (centres undefined) | 0% | 20 | 0% | -5% | 19 | 1% | 1 | -1% | 3%
Cc1c(C(=O)NCC2CC2)sc(=O)n1Cc1cccc(F)c1 | 11% | 12 | 18% | 26% | -16 | · | 1 | ? | 7%
C#CCOCCOCCOCCNc1nc(N2CCN(C(=O)[C@H](C(C)C)n3cc(CCO)nn3)CC2)nc(N2CCN(C(=O)[C@H](CCCCN)n3cc(CCCC)nn3)CC2)n1 | 8% | -10 | 21% | 23% | 3 | 0% | -9 | ? | 6%
CCc1ccc(NC(=O)c2ccccc2SC)cc1 | 3% | -13 | 5% | 0% | 12 | -1% | 30* | -16% | 4%
Cn1c(=O)c2[nH]c(N/N=C(/C#N)C(N)=O)nc2n(C)c1=O | -1% | -5 | 3% | -4% | -16 | 21% | 9 | -6% | -2%
Cn1ccc2c(-c3ccc(F)cc3F)cc3c(c21)C1CCC3C1 (centres undefined) | -2% | -10 | 0% | 1% | 40 | · | -13 | 11% | 7%

# The list continues:
molecule | HT1080NT lethal | D3 antag | KB-3-1 cytotox | HT1080 IDH1KD tx | IL-1B inflam inh | SW480 rerep | D3 ag | KB-V1 cytotox | GLP1R ag
COc1ccc(CNC(=O)N[C@H](C(=O)O)C(C)C)cc1OC | 2% | -2 | 5% | 6% | 0 | -4% | -4 | 8% | -2%
N=c1sccn1CC(=O)Nc1cccc2ccccc12 | -7% | -3 | 1% | 1% | -26 | -1% | -3 | 8% | 2%
CC(C)CC(=O)Nc1cc2c3c(c1)C(C)C(=O)N3CCC2 (centres undefined) | 0% | 5 | 0% | 0% | 28 | 2% | -2 | 3% | 2%
O=[N+]([O-])/C(C(Cl)=C(Cl)Cl)=C(\Sc1ccccc1)N1CCCCC1 | -5% | -1 | 0% | -5% | -16 | 11% | 1 | 2% | -2%
Cc1ccc(C)c(NC(=O)C2=CCN(S(=O)(=O)c3ccc(F)cc3)CC2)c1 | 9% | -3 | 0% | 0% | -8 | 2% | 0 | 35% | 15%
Cc1nn(Cc2c(F)c(F)c(F)c(F)c2F)c(C)c1NC(=O)c1ccnn1C | 13% | -3 | -1% | 12% | 7 | -2% | 7 | -9% | 11%
O=C(c1ccc(OC2CCN(CCc3ccccc3)CC2)cc1)N1CCC[C@H]1CO | -9% | -18 | 0% | 3% | -21 | 9% | -21 | 0% | 4%
CCCCOc1ccc(/C=C/C(=O)NCCc2nc3ccccc3[nH]2)cc1 | -14% | 14 | 7% | -24% | 12 | 7% | 17 | ? | -11%
CCN(CC)S(=O)(=O)c1ccc(-c2nnc(SCc3nnc(-c4ccc(C)cc4)o3)o2)cc1 | 5% | -14 | 0% | 0% | 9 | 13% | 6 | ? | -7%
Cc1cc2c(ncn2C)c(NS(=O)(=O)c2ccc(F)cc2)c1C | 0% | 9 | 12% | -4% | -6 | -8% | -2 | 0% | 8%
N#CCSc1nnc(COc2cccc3ccccc23)n1-c1cccc(Cl)c1 | ? | 23 | -16% | ? | ? | 1% | 2 | ? | 8%
Cc1ccc(C(=O)NCC(=O)NCC(=O)OCc2ccc(F)cc2)cc1 | -10% | 15 | 15% | 5% | 21 | -1% | 0 | -3% | 4%
O=C(O)Cc1ccc2c(c1)N(S(=O)(=O)c1cccs1)CC(C(=O)O)O2 (centres undefined) | 13% | 1 | 16% | 11% | 21 | -6% | 1 | 0% | -2%
CCc1ccccc1NC(=O)CNC(=O)c1n[nH]c(=O)c2ccccc12 | 2% | -5 | 16% | 1% | 0 | -7% | -12 | -12% | -3%
COc1ccc(-c2sc3ccccc3c2-c2ccc(O)cc2)cc1 | ? | 3 | ? | ? | 0 | 6% | -2 | -22% | 0%
Cn1c(=O)c([N+](=O)[O-])c(Oc2ccccc2)c2ccccc21 | 18µM* | -12 | -4% | 23µM* | -86* | 9% | -7 | -21% | 0%
COc1cccc(C2CC(=O)Nc3c2c(=O)n(C)c(=O)n3C)c1OC (centres undefined) | -1% | -16 | 6% | 14% | -26 | -6% | -9 | 15% | -4%

# Six entries drawn at random from those above:
molecule | HT1080NT lethal | D3 antag | KB-3-1 cytotox | HT1080 IDH1KD tx | IL-1B inflam inh | SW480 rerep | D3 ag | KB-V1 cytotox | GLP1R ag
COc1cccc(C2CC(=O)Nc3c2c(=O)n(C)c(=O)n3C)c1OC (centres undefined) | -1% | -16 | 6% | 14% | -26 | -6% | -9 | 15% | -4%
CCCCOc1ccc(/C=C/C(=O)NCCc2nc3ccccc3[nH]2)cc1 | -14% | 14 | 7% | -24% | 12 | 7% | 17 | ? | -11%
O=C(c1ccc(OC2CCN(CCc3ccccc3)CC2)cc1)N1CCC[C@H]1CO | -9% | -18 | 0% | 3% | -21 | 9% | -21 | 0% | 4%
N=c1sccn1CC(=O)Nc1cccc2ccccc12 | -7% | -3 | 1% | 1% | -26 | -1% | -3 | 8% | 2%
COc1ccc(CNC(=O)N[C@H](C(=O)O)C(C)C)cc1OC | 2% | -2 | 5% | 6% | 0 | -4% | -4 | 8% | -2%
O=C(O)Cc1ccc2c(c1)N(S(=O)(=O)c1cccs1)CC(C(=O)O)O2 (centres undefined) | 13% | 1 | 16% | 11% | 21 | -6% | 1 | 0% | -2%
